Vif-APOBEC3F blk – blocks the Vif interaction with APOBEC3F | HeLa A3F-eYFP + Vif (tagged APOBEC3F with the HIV-1 protein that degrades it), YFP fluorescence increase | Potency, µM (doses to about 46.1 µM), without a hit: top-dose activity, negative = active | 0.2% of 390,000 active; note: potency is the fitted concentration of half-maximal effect; % of control where 0% means no effect; nearly all actives have a fitted effect of over 65% in size
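HeLa cells stably expressing A3F-eYFP plus Vif, plated and incubated overnight at 37 deg C, then exposed to compounds overnight at 37 deg C. Blocked degradation read as raised yellow fluorescence (Ex 488/Em 500-530).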
RGS4 inh – human RGS4 inhibition; Transcreener GDP fluorescence polarization, RGS4-accelerated GTP hydrolysis; Potency, µM (doses to about 114 µM), for the others: top-dose activity change, negative = inhibition, usual class: inhibitors; 0.039% of 390,000 active; AID 504845; note: potency is the fitted concentration of half-maximal effect; % is set by controls: 0 for no effect and ±100 for the full control effect; nearly all actives have a fitted effect of over 75% in size; some results filed as inactive show a strong effect at the top dose
Target sequence (P49798 whole entry, looked up): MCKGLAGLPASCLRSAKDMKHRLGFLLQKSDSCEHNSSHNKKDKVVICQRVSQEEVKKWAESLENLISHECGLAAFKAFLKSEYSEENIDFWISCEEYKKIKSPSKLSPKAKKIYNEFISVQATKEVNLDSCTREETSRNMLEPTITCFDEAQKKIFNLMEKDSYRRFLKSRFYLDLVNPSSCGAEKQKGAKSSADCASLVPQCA
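MLSMR compounds (23 nl, pin-transferred) preincubated 10 min at room temperature with a 500nM (2x) first reagent, then RGS4 at 900nM (2x) plus Transcreener GDP mix added; fluorescence polarization (620/688 nm) read before and after 90 min at 30 °C.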
USP1 inh – USP1/UAF1 (human) deubiquitinase inhibition | O94782 | recombinant USP1/UAF1, Ub-Rhodamine cleavage fluorescence | Potency, µM (highest dose often 57.1 µM), for the others: at the highest dose activity change, negative = inhibition, actives largely listed as inhibitors | 0.23% of 390,000 active; note: potency is the fitted concentration of half-maximal effect; % is set by controls: 0 for no effect and ±100 for the full control effect; nearly all actives have a fitted effect of over 60% in size; inactives centre near -12
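In this screen, compounds sit with the deubiquitinase complex (1nM) for 15 min at room temperature before Ub-Rho is added at 150nM final. Fluorescence rise is then followed for 6 reads every 60 seconds.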
Glioma ERSR ind – induces the endoplasmic reticulum stress response in human glioma cells | U87-MG GRP78 promoter luciferase reporter, 16 h | Potency, µM, for inactives: at the top dose activation, most hits filed as activators | 0.02% of 420,000 active | AID 602332; note: potency is the fitted concentration of half-maximal effect; series mostly up to about 76 µM; % of control where 0% means no effect; nearly all actives have a fitted effect of over 35% in size
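Stably transfected U87-MG glioma cells carrying a GRP78-based luciferase sensor; 16 h compound incubation. Luminescence end-point read 10 min after Bright-Glo addition at room temperature.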
TrxR1 substrate – substrates of rat thioredoxin reductase 1 | purified TrxR1 substrate turnover, NADPH consumption readout | AID 588456 | 0.01% of 390,000 active | O89049 | Potency, µM (top dose mostly 114 µM), for the others: at the highest dose activity change, negative = substrate turnover; note: potency is the fitted concentration of half-maximal effect; % is set by controls: 0 for no effect and ±100 for the full control effect; nearly all actives have a fitted effect of over 50% in size
Target sequence (O89049 whole entry, looked up): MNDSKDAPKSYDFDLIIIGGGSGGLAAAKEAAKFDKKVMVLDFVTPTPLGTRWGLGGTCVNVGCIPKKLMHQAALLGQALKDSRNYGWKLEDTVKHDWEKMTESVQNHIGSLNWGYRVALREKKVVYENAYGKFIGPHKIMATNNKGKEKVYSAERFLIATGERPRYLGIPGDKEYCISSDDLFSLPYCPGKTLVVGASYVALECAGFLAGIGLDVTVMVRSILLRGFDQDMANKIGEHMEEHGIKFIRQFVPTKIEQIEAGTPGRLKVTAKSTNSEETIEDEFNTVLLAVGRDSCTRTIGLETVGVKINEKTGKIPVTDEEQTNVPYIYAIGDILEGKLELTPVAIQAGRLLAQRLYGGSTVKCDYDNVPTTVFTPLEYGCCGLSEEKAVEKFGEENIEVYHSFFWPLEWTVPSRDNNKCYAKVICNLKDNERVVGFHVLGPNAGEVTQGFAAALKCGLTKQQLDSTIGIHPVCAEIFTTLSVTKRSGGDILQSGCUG
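Rat TrxR1, dispensed at 90 nM, was prereduced with 400 uM NADPH (final) for 5 min at ~22 deg C, then incubated with compound 15 min before 400 uM selenite. A first-read NADPH fluorescence drop versus no-compound background flagged substrates.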
Vif-APOBEC3G blk – inhibitors of Vif-APOBEC3G interaction; Q9HC16; HeLa A3G-eYFP + Vif (tagged APOBEC3G with the HIV-1 protein that degrades it), YFP fluorescence, overnight; Potency, µM (top dose mostly 46.1 µM), inactives show top-dose activity, negative = active, most hits filed as inhibitors; 0.076% of 410,000 active; AID 602310;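 note: potency is the fitted concentration of half-maximal effect; % is set by controls: 0 for no effect and ±100 for the full control effect; nearly all actives have a fitted effect of over 60% in size; hits raise eYFP signal because A3G escapes Vif-driven loss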
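Read-out is eYFP fluorescence (Ex 488/Em 500-530) from Vif-expressing HeLa A3G-eYFP cells; more signal means A3G escaped Vif-mediated degradation. Cells plated overnight, compound pinned in, incubated overnight at 37 deg C.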
IDH1 R132H inh – blocks human mutant IDH1 R132H enzyme. O75874. IDH1-R132H enzyme, NADPH consumption, diaphorase/resazurin fluorescence. Potency, µM (series often up to 76.6 µM), for inactives: top-dose activity change, negative = inhibition, usual class: inhibitors. 0.093% of 390,000 active. AID 602179; note: potency is the fitted concentration of half-maximal effect; % is set by controls: 0 for no effect and ±100 for the full control effect; nearly all actives have a fitted effect of over 65% in size
Target sequence (O75874 whole entry R132H, stated change not applied): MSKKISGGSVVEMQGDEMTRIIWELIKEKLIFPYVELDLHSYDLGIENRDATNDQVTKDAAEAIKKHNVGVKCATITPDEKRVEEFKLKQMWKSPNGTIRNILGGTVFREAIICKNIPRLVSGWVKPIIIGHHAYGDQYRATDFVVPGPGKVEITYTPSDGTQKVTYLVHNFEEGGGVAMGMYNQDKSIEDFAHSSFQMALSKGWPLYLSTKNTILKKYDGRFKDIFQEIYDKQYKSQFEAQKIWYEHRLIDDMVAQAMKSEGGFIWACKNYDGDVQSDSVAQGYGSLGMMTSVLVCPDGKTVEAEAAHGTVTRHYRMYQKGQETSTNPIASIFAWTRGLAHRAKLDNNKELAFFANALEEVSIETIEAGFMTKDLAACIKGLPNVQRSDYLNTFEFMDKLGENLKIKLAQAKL
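IDH1-R132H (0.5 ug/mL dispensed) in pH 7.5 Tris buffer was preincubated 30 min with compound, then given a substrate mix of 0.016 mM NADPH and 2 mM alpha-KG for 80 min at room temperature; remaining NADPH was read by diaphorase/resazurin fluorescence.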
LDHA inh – blocks human lactate dehydrogenase A | activity change, % (values are at about 110 or 230 µM) | P00338 | purified LDHA, NADH/diaphorase-resazurin fluorescence; active compounds read low | 0.15% of 480,000 active; in the data active = activity change below about -30%; inconclusive = mostly about -25% to -30%;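 note: plate controls were DMSO wells for no effect and wells without enzyme for full effect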
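Human LDH5 at 2 nM final in Tris HCl pH 7.4 with 0.06 mM NADH and 0.2 mM pyruvate, reacted 5 minutes at room temperature. Remaining NADH coupled via diaphorase/resazurin; resorufin fluorescence read at 0 and 20 minutes, normalized to enzyme-free and DMSO wells.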
TrxR1 inh – rat TrxR1 inhibition | recombinant rTrxR1, NADPH fluorescence consumption, selenite substrate | 1% of 390,000 active | O89049 | AID 588453 | Potency, µM (titrated, usually from 114 µM), for inactives: top-dose activity change, negative = inhibition, usual class: inhibitors; note: potency is the fitted concentration of half-maximal effect; % is set by controls: 0 for no effect and ±100 for the full control effect; nearly all actives have a fitted effect of over 65% in size
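Rat TrxR1 (90 nM in the dispensed reagent) was pre-reduced with 400 uM NADPH for 5 min at room temperature, then incubated with compound for 15 min. After 400 uM selenite was added, NADPH fluorescence (Ex 340/Em 450 nm) was followed for 8 min.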
The depositor's hits bear a star; ? = inconclusive; / = not tested or not shown; & = joins results of further samples; [ ] = remark or other dose. Unless noted, calls come from the whole dose curve; as a rule, active = well fitted curve in the direction sought with a large enough effect; inconclusive = small, poorly fitted or top-dose-only effect, or another doubt; inactive = no such curve, though single readings can be large; an effect the other way counts as inactive or inconclusive. The list is partial, so the mix of outcomes need not match the whole.

SMILES	Vif-APOBEC3F blk	RGS4 inh	USP1 inh	Glioma ERSR ind	TrxR1 substrate	Vif-APOBEC3G blk	IDH1 R132H inh	LDHA inh	TrxR1 inh
CCOC(=O)Cc1csc(NC(=O)c2ccc(S(=O)(=O)N3CCOCC3)cc2)n1	13%	-7%	-14%	-3%	7%[57.1 µM]	0%	4%	-1	32%[57.1 µM]
CN(Cc1nc2ccc(Cl)cc2[nH]1)Cc1nc(-c2cnccn2)no1	2%	0%	-12%	-5%	7%	-1%	0%	-3	19%
CCCCn1c(SCC(=O)c2ccc(OCC)cc2)nc2cc(S(N)(=O)=O)ccc21	2%	26%	-8%	-4%	-10%	-1%	8%	2	7%[57.1 µM]
COc1ccccc1CNC(=O)COc1ccccc1OC	0%	5%	-3%	1%	-3%	0%	3%	-3	-5%
Fc1ccc(-c2cn3ccccc3n2)cc1	-5%	25%	-5%	-7%	/	-2%	7%	-6	11%
COc1ccc(CCNC(=O)CN(C)S(=O)(=O)c2cccs2)cc1OC	1%	23%	0%	1%	9%[57.1 µM]	-7%	3%	0	7%
COc1ccc(Cn2c(SCc3cc(C)ccc3C)nc3cc(OC)c(OC)cc3c2=N)cc1	0%	-23%	-20%	-2%	-1%	-1%	?	0	-6%
O=C(NNC(=S)NC1CCCCC1)c1ccccc1Cl	16%	-24%	-14%	4%	3%	6%	3%	0	-10%
CCOC(=O)c1ccc(NC(=S)NCCc2ccccc2F)cc1	5%	-28%	-15%	-4%	-6%[57.1 µM]	-1%	10%	1	26%[57.1 µM]
Cc1cccc(Nc2nc3ccccc3s2)c1C	-14%	5%	-12%	1%	13%	-7%	1%	-3	31%
COc1ccccc1NC(=O)NNC(=O)CCc1ccccc1	3%	3%	-18%	-4%	5%	0%	10%	1	19%
COc1cc(C(=O)Nc2nc3c(s2)Cc2c(Br)ccc(OC)c2-3)cc(OC)c1OC	/	-25%	-19%	/	23%	/	/	-3&1	-5%
Cc1ccc(-n2ncc3c(NCCCN(C)C)ncnc32)cc1Cl	0%	16%	-9%	5%	3%[57.1 µM]	0%	-9%	0	3%[57.1 µM]
CCOc1ccccc1N1CCN(C(=O)c2ccccc2SCC(=O)N2CCCC2)CC1	1%	-40%	-15%	0%	0%	1%	0%	-3	2%
Cc1nnn(-c2nonc2N)c1C(=O)NNC(=O)c1ccc(Cl)c(Cl)c1	-17%	10%	-13%	0%	-9%	-1%	6%	-13	0%
O=C(CSc1oc(-c2ccc(F)cc2)nc1S(=O)(=O)c1ccccc1)NCC1CCCO1 (stereo not drawn)	-11%	0%[11.4 µM]	-7%	-1%	6%[57.1 µM]	-8%	3%	-2	8%[57.1 µM]
CCOc1ccc(-n2nnc3c(=O)n(CC(=O)c4ccccc4)cnc32)cc1	1%	-13%	-13%	-4%	4%[57.1 µM]	0%	-8%	-2	19%[57.1 µM]
CCCCCOC(=O)Nc1nnc(CCC)s1	-9%	42%	0%	2%	3%	-4%	2%	-4	17%
CN(C)c1ccc(/C=C(\C#N)C(=O)Nc2nc3c(s2)CCN(Cc2ccccc2)C3)cc1	/	-23%	4.5µM*	-2%	-5%	?	7%	-3	-5%
CNc1oc(-c2ccc(Cl)cc2)nc1C#N	2%	8%	1%	1%	190%[activator]	0%	5%	-9&-4	40µM*
CN1CCCC(OC(=O)/C(C#N)=C/c2ccccc2)C1 (stereo not drawn)	-2%	11%	-2%	-3%	-4%	0%	-13%	-4	2%
COC(=O)[C@]1(Cc2ccccc2)N[C@H](CN(C)C(=O)c2ccc(F)cc2)[C@@H]2C(=O)N(Cc3ccccc3)C(=O)[C@@H]21	3%	-20%	-30%	-3%	0%	-4%	0%	-1	18%
COCCn1c(-c2ccc(Cl)cc2)cnc1SCC(=O)NCc1cccs1	6%	-40%	-13%	-4%	-5%	2%	4%	0	3%
Cc1cc(-c2csc(NC(=O)C3=COCCO3)n2)c(C)n1C	3%	-40%	-2%	2%	4%	-2%	2%	8	2%
CCOC(=O)N1CCN(CC(=O)Nc2ccc(F)cc2)CC1	1%	16%	-2%	-4%	-11%	4%	-1%	-2	-17%
CC(=O)Nc1ccc(S(=O)(=O)Nc2ccc(N3CCCCC3)cc2)cc1	3%	-5%	-23%	-10%	3%	-3%	3%	-7	-4%
CCOC(=O)c1c(NC(=O)CSc2nnc(C)c(=O)[nH]2)sc(C)c1-c1ccc(C)cc1	11%	-21%	-26%	-3%	6%	-12%	0%	0	21%
Cc1ccc(NC(=O)CCCCCN2C(=O)[C@@H]3Cc4ccccc4CN3C2=O)c(Cl)c1	-15%	3%	-16%	-4%	-1%	4%	-1%	-5	9%
CSC1=N/C(=C/c2cccnc2)C(=O)N1Cc1ccc(Cl)cc1	-1%	34%	4%	-2%	2%	-8%	3%	-5	23%
COc1ccccc1Sc1ccccc1/C=N/NC(N)=O	-5%	5%	-15%	-1%	-3%	-21%	-1%	-1	6%
Cc1cccc(NC(=O)CNC(=O)c2ccc(S(=O)(=O)NCc3ccco3)cc2)c1C	-6%	/	?	-3%	/	-6%	6%	-5	/
C/C(CS(=O)(=O)c1ccc(Cl)c(Cl)c1)=N/NC(N)=S	-13%	-3%	-18%	5%	9%[57.1 µM]	0%	6%	-1	13%[57.1 µM]
Cc1cc2c3ccccc3ncn2n1	2%	12%	-15%	-3%	1%[57.1 µM]	-3%	-1%	-1	6%[2.29 µM]
NC(=O)Cn1nnc(-c2ccc(CN3CCCCC3)cc2)n1	-5%	24%	-14%	0%	-4%	-1%	-6%	-3	27%
O=C1CNC(=O)c2cc(Cl)ccc2N1	0%	/	-19%	-3%	/	-3%	-6%	-1	/
COC(=O)NNC(=O)c1ccccc1C	-5%	-11%	4%	-2%	4%	0%	-3%	-8	-6%
CSc1ccccc1C(=O)NC1CCCN(Cc2ccccc2F)C1 (stereo not drawn)	-12%	-26%	-13%	0%	10%	-1%	1%	1	18%
COc1ccccc1N1CCN(C(=O)c2cc(-c3cccs3)on2)CC1	0%	-19%	-15%	1%	-3%	0%	9%	2	-15%
O=C(Nc1ccccc1)c1cccc(N2C(=O)CCC2=O)c1	3%	-18%	-8%	-3%	5%[57.1 µM]	2%	2%	-7	11%[57.1 µM]
CN(CC(=O)Nc1ccccc1C(F)(F)F)C(=O)COc1ccccc1Cc1ccccc1	-11%	-25%	-16%	-3%	-3%	0%	4%	4	5%

Fetched by structure from the entries so far, 2 records:
SMILES	Vif-APOBEC3F blk	RGS4 inh	USP1 inh	Glioma ERSR ind	TrxR1 substrate	Vif-APOBEC3G blk	IDH1 R132H inh	LDHA inh	TrxR1 inh
O=C1CNC(=O)c2cc(Cl)ccc2N1	0%	/	-19%	-3%	/	-3%	-6%	-1	/
COc1ccccc1N1CCN(C(=O)c2cc(-c3cccs3)on2)CC1	0%	-19%	-15%	1%	-3%	0%	9%	2	-15%

(list continues)
SMILES	Vif-APOBEC3F blk	RGS4 inh	USP1 inh	Glioma ERSR ind	TrxR1 substrate	Vif-APOBEC3G blk	IDH1 R132H inh	LDHA inh	TrxR1 inh
CC(C)OCCCNC(=O)CN1CCN(Cc2ccccc2Cl)C1=O	-5%	-54%[11.4 µM]	-5%	-7%	9%[57.1 µM]	1%	1%	1	15%[57.1 µM]
COC(=O)[C@@]1(Cc2ccccc2)[C@H]2C(=O)N(C)C(=O)[C@H]2[C@H]2CN=C(SCc3ccccc3)N21	5%	9%	-5%	-5%	-4%	1%	4%[38.3 µM]	-2	19%
CCCCCCC1CC(CSC(=N)N)OC1=O (stereo not drawn)	0%	-14%	-32%	-6%	11%[57.1 µM]	-2%	1%	-4	18%[57.1 µM]
O=C(NCc1ccco1)c1ccccc1-c1nc(-c2ccc(F)cc2)no1	3%	-6%	-1%	0%	-13%	-1%	-8%	-1	-35%
S=c1[nH]nc(-c2ccc3ccccc3n2)o1	-5%	?	-24%	0%	-11%	-6%	11%	-3	-19%
O=C(O)CCC(=O)Nc1ccc(Cc2ccc(NC(=O)CCC(=O)O)c(O)c2)cc1O	-8%	-8%	-14%	-5%	0%	1%	3%	-2	0%
CC(C)(C)N(Cc1ccccc1)C(=O)COC(=O)c1ccccc1SCC(=O)N1CCCC1	8%	0%	-16%	-3%	0%	0%	-4%	0	10%
CCCCN1C[C@H](C)[C@@H](CC(=O)Nc2ccccc2)C1=O	-5%	/	-23%	-3%	/	5%	-3%	0	/
CCc1nc2ccc(C(=O)NCc3ccccc3)cc2nc1CC	-4%	-6%[56.9 µM]	-6%	2%	-5%	-1%	-1%	14&4	0%
COc1cccc(CNC(=O)C(c2ccc(Cl)cc2)C(C)C)c1 (stereo not drawn)	5%	-8%	-14%	-2%	7%	0%	2%	4	11%
CCn1ccnc1CN1CCC(n2nccc2NC(=O)c2ccccc2OC)CC1	-9%	0%	-25%	6%	3%	-1%	0%	-3	18%
CON/C=C(\C=Nc1ccc(F)cc1)c1ncc(C(F)(F)F)cc1Cl	-1%	-17%	?	-2%	-10%	-4%	4%	0	-1%
COc1cccc(Cn2cnc3c(sc4nc(C)cc(C)c43)c2=O)c1	0%	-27%	-11%	-5%	-7%	-9%	3%	-2	23%[57.1 µM]
COc1ccc(OC)c(-c2c(=O)n(OCc3ccccc3Br)c3ccccc3[n+]2[O-])c1	4%	2%	-5%	-8%	-6%	-4%	0%	-1	12%
BrCCOCCOc1ccc2ccccc2c1	-18%	-9%	-8%	0%	1%	-1%	4%	-1	6%

Screens from PubChem.
